Assay outcomes deposited in PubChem by Sanford-Burnham Center for Chemical Genomics.
TIM10 inh – inhibits growth of TIM10 yeast strain; S. cerevisiae TIM10 strain growth, BacTiter-Glo luminescence, 24 h; inhibition, % at 10 µM; 1.4% of 330,000 active;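 active = inhibition of 40% or more at the single tested concentration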;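 note: wild-type TIM10 isogenic control strain grown at permissive 25 °C; 0% = DMSO yeast wells and 100% = minimal medium wells without yeast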
mIAP act – increases mouse intestinal alkaline phosphatase activity | activation factor at 10 µM | 0.24% of 330,000 active | AID 2805 | muIAP, CDP-Star luminescence, 30 min; active compounds read high; 1 = vehicle-only enzyme signal, 0 = enzyme-free wells;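 active = activation factor of at least 2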; note: the source names both 10 and 20 µM as test concentration; values of inactives mirror those of a sister screen read the other way
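System: Mouse IAP enzyme | Also added: CDP-Star substrate | Dosing: Compounds dispensed in DMSO | Schedule: 30 min enzyme-substrate-compound incubation at room temperature | Technique: Chemiluminescence readout | Control set: DMSO-only wells and no-enzyme negative control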
A3A deaminase – human APOBEC3A DNA deaminase inhibition; inhibition, % at 20 µM; 0.41% of 330,000 active; AID 493011; recombinant A3A, FAM/TAMRA ssDNA deamination fluorescence; P31941;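 active = at least 40% inhibition at 20 µM here, with at most 30% in a related deaminase screen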;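 note: plate controls were A3A with DMSO for no effect and wells lacking A3A enzyme for full effect; some results filed as inactive read as strong as hits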
Target sequence (P31941 whole entry, looked up): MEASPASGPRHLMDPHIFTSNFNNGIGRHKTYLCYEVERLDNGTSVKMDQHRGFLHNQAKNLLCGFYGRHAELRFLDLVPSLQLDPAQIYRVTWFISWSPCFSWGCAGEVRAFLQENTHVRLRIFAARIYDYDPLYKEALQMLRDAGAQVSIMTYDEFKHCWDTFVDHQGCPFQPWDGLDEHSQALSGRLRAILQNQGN
beta cell repl – induces beta-cell replication in MIN6 cells; MIN6 cells proliferation, ATPlite luminescence, 48 h; cells starved in 0.2% serum; 100% = growth in 10% serum; proliferation, % at 10 µM; 0.29% of 330,000 active; AID 2380;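 active = compounds whose signal lies at least 3.5 SD above the mean of all wells on their plate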;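 note: 0% = DMSO-treated cells in low-serum medium and 100% = 10% serum control; some compounds called inactive have numbers as strong as hits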
A3G deaminase – blocks human APOBEC3G single-stranded DNA deamination. 0.28% of 330,000 active. Q9HC16. inhibition, % at 20 µM. recombinant A3G, ssDNA deamination FAM/TAMRA fluorescence;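 active = inhibition of at least 40% at 20 µM, with no more than 30% in the related APOBEC3A deaminase screen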;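 note: plate controls were DMSO wells with A3G for no effect and wells lacking A3G enzyme for full effect; some compounds called inactive have numbers as strong as hits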
Target sequence (Q9HC16 whole entry, looked up): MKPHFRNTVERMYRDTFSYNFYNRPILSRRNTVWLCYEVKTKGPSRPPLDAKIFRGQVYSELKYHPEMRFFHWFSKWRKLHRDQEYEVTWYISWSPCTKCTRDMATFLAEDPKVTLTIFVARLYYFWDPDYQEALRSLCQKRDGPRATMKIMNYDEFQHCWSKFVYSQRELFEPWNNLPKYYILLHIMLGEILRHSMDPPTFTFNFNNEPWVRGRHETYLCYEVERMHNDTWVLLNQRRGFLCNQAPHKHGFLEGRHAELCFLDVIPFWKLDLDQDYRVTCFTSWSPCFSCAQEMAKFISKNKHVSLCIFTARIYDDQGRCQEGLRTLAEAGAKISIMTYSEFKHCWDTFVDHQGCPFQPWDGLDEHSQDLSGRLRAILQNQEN
mIAP inh – blocks mouse intestinal alkaline phosphatase; purified mouse IAP, CDP-Star luminescence, 30 min; 0.2% of 330,000 active; inhibition, % at 10 µM;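 active = inhibition of at least 40% at 10 µM in the primary screen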;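 note: plate controls were DMSO with enzyme for no effect and no enzyme wells for full effect; values of inactives mirror those of a sister screen read the other way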
NLRP3 yeast inh – inhibitors of NALP3 inflammasome in yeast | inhibition, % at 10 µM | Yeast reconstituted NLRP3/ASC/caspase-1, beta-gal luminescence, 24 h | 0.39% of 330,000 active;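 active = inhibition of 50% or more; inactive = inhibition below 50%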;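 note: plate controls were induced DMSO wells for no effect and uninduced yeast grown without galactose for full effect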
hIAP block – blocks human intestinal alkaline phosphatase; purified IAP, CDP-Star luminescence, 30 min; AID 2544; inhibition, % at 10 µM; 0.12% of 330,000 active; P09923;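 active = inhibition reaching a set limit with compound at 10 µM in the primary screen, cut at about 35% in these data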;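 note: plate controls were DMSO wells with enzyme for no effect and no-enzyme buffer wells for full effect; values of inactives mirror those of a sister screen read the other way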
Target sequence (P09923 whole entry, looked up): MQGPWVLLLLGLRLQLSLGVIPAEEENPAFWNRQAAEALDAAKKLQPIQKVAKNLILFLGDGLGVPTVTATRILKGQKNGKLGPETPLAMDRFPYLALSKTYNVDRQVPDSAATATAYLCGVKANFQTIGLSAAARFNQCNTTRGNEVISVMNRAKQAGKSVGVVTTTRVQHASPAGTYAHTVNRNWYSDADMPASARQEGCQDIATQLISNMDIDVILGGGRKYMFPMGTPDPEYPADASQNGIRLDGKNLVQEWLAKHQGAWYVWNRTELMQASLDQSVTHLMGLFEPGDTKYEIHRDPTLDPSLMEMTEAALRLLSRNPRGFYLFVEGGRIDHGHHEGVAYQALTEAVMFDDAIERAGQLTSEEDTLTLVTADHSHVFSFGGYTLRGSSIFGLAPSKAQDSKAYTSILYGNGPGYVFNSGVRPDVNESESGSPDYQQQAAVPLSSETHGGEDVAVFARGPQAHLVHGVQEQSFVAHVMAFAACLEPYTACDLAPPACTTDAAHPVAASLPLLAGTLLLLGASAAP
tim10-1 inh – inhibits growth of tim10-1 mutant yeast | S. cerevisiae tim10-1 ts strain growth, BacTiter-Glo, 24 h | 2.2% of 330,000 active | AID 463190 | inhibition, % at 20 µM;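 active = inhibition of at least 40%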;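 note: mutant grown at 25 °C; 0% = DMSO wells with yeast and 100% = wells holding no yeast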
* = called active by the depositor.

SMILES	TIM10 inh	mIAP act	A3A deaminase	beta cell repl	A3G deaminase	mIAP inh	NLRP3 yeast inh	hIAP block	tim10-1 inh
CC(=O)Nc1ccc(NC(=O)CSCc2cnn(-c3ccccc3)c2-n2cccc2)cc1	14	0.97	-1	1	-4	3	14	-7	24
Cc1cc(Nc2ccc(F)cc2)nc(N)n1	-8	0.97	-2	0	-6	3	3	10	-6
Cc1nc2c(cnn2-c2ccccc2Cl)c(=O)n1-c1ccc(N2CCC(C)CC2)cc1	34	1	-3	-5	-4	-3	22	4	32
CC(=O)NCC1CCCN(C(=O)c2oc3c(F)cccc3c2C)C1 (stereo not drawn)	-2	1.1	2	2	2	-9	6	7	-1
Nc1nonc1-n1nnc(C(=O)N/N=C/c2cccc(Cl)c2)c1CSc1ccccc1	-10	0.94	0	-3	-4	6	8	9	-15
C/C=C/c1c(F)c(F)c(Oc2ccc(C(=O)O)cc2)c(F)c1F	-26	1	-4	-2	-11	-2	24	19	18
CN1CCN(c2ccc(NC(=O)COc3ccccc3Cl)cc2)CC1	-17	1	1	-1	-2	-2	16	-10	-11
Cc1oc(-c2ccccc2F)nc1CSCC(=O)NCc1ccc2c(c1)OCO2	-7	1	-2	0	-9	-2	19	-26	36
O=C(N1CCOCC1)N1CCN(S(=O)(=O)N2CCCCC2)CC1	-1	1	-3	0	-5	-4	22	-2	-29
Cc1ccc(S(=O)(=O)N2CCCC2C(=O)N2CCCCCC2)cc1 (stereo not drawn)	3	1	0	1	0	-3	16	3	-1

Fetched by structure from above:
SMILES	TIM10 inh	mIAP act	A3A deaminase	beta cell repl	A3G deaminase	mIAP inh	NLRP3 yeast inh	hIAP block	tim10-1 inh
CC(=O)Nc1ccc(NC(=O)CSCc2cnn(-c3ccccc3)c2-n2cccc2)cc1	14	0.97	-1	1	-4	3	14	-7	24
C/C=C/c1c(F)c(F)c(Oc2ccc(C(=O)O)cc2)c(F)c1F	-26	1	-4	-2	-11	-2	24	19	18
Cc1nc2c(cnn2-c2ccccc2Cl)c(=O)n1-c1ccc(N2CCC(C)CC2)cc1	34	1	-3	-5	-4	-3	22	4	32
CN1CCN(c2ccc(NC(=O)COc3ccccc3Cl)cc2)CC1	-17	1	1	-1	-2	-2	16	-10	-11

(next part)
SMILES	TIM10 inh	mIAP act	A3A deaminase	beta cell repl	A3G deaminase	mIAP inh	NLRP3 yeast inh	hIAP block	tim10-1 inh
CC(C)N(C(=O)Cn1cc(S(=O)(=O)CC(=O)N2CCOCC2)c2ccccc21)C(C)C	8	1.1	-1	-2	-8	-7	14	2	-3
O=C1NC2=C(CCc3ccccc32)C(c2ccccc2)N1 (stereo not drawn)	19	0.96	2	0	-6	4	9	-23	23
CSC(=NCCCN1CCOCC1)NS(=O)(=O)c1cccs1	-18	0.97	-1	-3	-4	3	-12	-2	-20
CCCCn1c(N)c(NCC)c(=O)[nH]c1=O	-2	0.9	-5	-2	-10	10	15	14	-2
OC(CNCCc1ccc(Cl)cc1)COc1cc(Cl)ccc1Cl (stereo not drawn)	-63	0.9	3	-6	-2	10	37	-5	-113
COc1ccc(COC(=O)c2c(C)nn(-c3ccccc3)c2Cl)cc1	-6	0.99	-3	-1	-6	1	21	-14	-2
CCCn1c(SCC(=O)NC2CCCC2)nc2c1c(=O)n(C)c(=O)n2C	8	1	6	2	-6	-1	28	8	-12
COc1ccc(N2CCN(C(=O)c3cc(=O)c4cc(C)cc(C)c4o3)CC2)cc1	26	0.94	0	-4	1	6	9	-4	32
COc1ccc(CCNC(=O)CN(c2ccccc2)S(C)(=O)=O)cc1OC	-16	0.96	-5	-1	-7	4	0	-4	-1
NC(=O)C1=C[C@@H](C2CCCCC2)C[C@@H](OCc2ccc(CO)cc2)O1	17	1.1	-2	-5	29	-11	5	5	32
COc1cc(Cl)c(C)cc1NC(=O)COC(=O)C(NS(=O)(=O)c1ccc(Cl)cc1)C(C)O (stereo not drawn)	17	0.92	-6	0	-5	8	2	-4	37
COc1ccccc1CCNC(=O)C1CCC(=O)N(Cc2cccc(F)c2)C1 (stereo not drawn)	12	0.98	3	-4	2	2	5	-18	-9
COc1cccc(Nc2nc3ccccc3nc2NS(=O)(=O)c2ccc(NC(C)=O)cc2)c1	11	0.95	-2	0	-4	5	8	-6	10
O=C(Nc1cc(Cl)ccc1N1CCCC1)C1=NN(c2ccccc2)C(=O)CC1	8	0.88	-4	1	-8	12	17	-7	22
CN(C)c1nc(SCC#N)nc(N2CCOCC2)n1	3	0.95	-5	-4	-3	5	-2	11	-2
CN(CC(=O)Nc1ccccc1Oc1ccccc1)Cc1ccccc1F	-24	0.88	-1	-5	-6	12	16	3	-21
CC(=O)C[C@H](O)CC(=O)[C@@H]1OC(=O)CCCCCc2ccccc21	12	1	-5	2	-7	-1	5	13	15
O/N=C(/c1ccc(Cl)cc1)C1CC1c1ccccc1 (stereo not drawn)	35	0.92	-2	-5	-3	8	26	16	51*
O=C(O)CCn1c(=O)c2ccccc2c2ccccc2c1=O	-3	1	-5	-1	-4	-1	-2	0	-5
Cc1cc(OCc2nnc(SC(C)C(=O)O)n2-c2ccccc2)ccc1Cl (stereo not drawn)	5	0.94	3	-2	-5	6	13	15	-3
CC1=CC(=O)C=C(C)C1=NOC(=O)/C=C\c1ccccc1	37	0.91	-4	0	-5	9	-17	7	46*
COc1ccc(N(CC(=O)NCCC2=CCCCC2)S(=O)(=O)c2c(C)[nH]c(=O)[nH]c2=O)cc1	-1	1	0	1	-4	0	-13	5	5
CSc1nc(C)cc(OCC(=O)n2nc(C)cc2C)n1	0	0.9	2	1	-8	10	-15	22	10
CCCCOc1ccc(Cl)cc1CSc1nnc(C)n1N	-6	1.1	-1	-3	0	-8	14	12	27
CCn1cc(CCC(=O)NCc2ccccc2OC)c2ccccc21	9	0.98	-5	-3	-8	2	10	-2	6
COc1ccc(C2NCCc3c2[nH]c2ccccc32)cc1COc1ccc(F)cc1 (stereo not drawn)	27	0.97	-3	-6	-6	3	19	12	7
CC1CCCC(C)N1C(=O)CCN1C(=O)C2C3C=CC(C3)C2C1=O (stereo not drawn)	4	1	0	9	-2	0	-3	-2	-3
CCN(CC)S(=O)(=O)c1ccc(/C=C/C(=O)OCC#N)cc1	5	0.97	-4	0	-6	3	15	12	11
O=C(N/C(=C/c1cccnc1)C(=O)N1CCOCC1)c1ccccc1	8	0.93	0	-2	-7	7	9	-9	11
O=C(/C=C/c1cccs1)N1CCCC1	-42	0.96	2	5	24	4	27	-7	-4
Cc1sc2nc(C3CC3)nc(SCC(=O)N3CCCc4ccccc43)c2c1C	14	1	-2	-7	-9	-3	4	2	24
Cc1csc(NC(=S)Nc2cccc(Cl)c2)n1	46*	0.9	-5	-3	-7	10	54*	-28	29
C#CCOC(=O)/C(=C/C=C/c1ccccc1)NC(=O)c1ccccc1	23	0.92	-2	-3	-7	8	27	14	18
O=C(Nc1ncc(Cl)cc1Cl)c1c(F)cccc1Cl	-3	1	-1	-2	-2	-4	-16	-5	26
CC(C)(C)c1ccc(/C=C2\Oc3cc(O)ccc3C2=O)cc1	19	0.97	0	-4	-6	3	7	8	16
CCN1CCN(C(=O)c2ccc(CS(=O)Cc3ccc(C)cc3)o2)CC1 (stereo not drawn)	-3	1.1	-4	-3	-6	-6	4	-13	-6
CCCS(=O)(=O)N1CCCC(C(=O)Oc2ccc(OC)cc2)C1 (stereo not drawn)	2	1	-2	-2	-2	-1	16	10	3
COc1cc(Br)c(Br)cc1N	7	1	-3	-2	-5	-1	-13	7	-27
COC(=O)C1=C(C)NC2=C(C(=O)CCC2)C1c1cn(Cc2ccc(Br)cc2)nc1-c1ccccc1 (stereo not drawn)	21	1.2	-9	-3	-10	-17	-3	-12	16
O=C(CSc1n[nH]c(=O)n1C1CC1)NCc1ccccc1	2	0.99	2	-2	-2	1	9	10	-6
CCc1cccc(NC(=O)C2CCCN2S(=O)(=O)c2cccc3cccnc23)c1 (stereo not drawn)	15	0.96	-3	-2	-4	4	9	-4	33
Cc1ccc(NC(=O)C(Cc2ccccc2)NC(=O)OCc2ccccc2)cc1C (stereo not drawn)	8	2.1*	2	0	-3	-111	2	-7	2
O=C(c1cnccn1)N1CCN(c2ccccc2F)CC1	-11	0.97	0	0	1	3	-2	32	12
O=C(Nc1nnc(Cc2ccccc2F)s1)Nc1ccccc1F	5	1	-4	-2	-6	-1	10	-1	1
Cc1ccc(-c2nc(CS(=O)CC(=O)NC3CCC(C)CC3)c(C)o2)cc1 (stereo not drawn)	23	1	1	0	-8	-3	-15	2	26
O=C(Cc1ccccc1[N+](=O)[O-])OCc1cccc([N+](=O)[O-])c1	-4	1.1	-3	-3	-6	-10	18	-22	22
COc1ccc(OC)c(S(=O)(=O)NCCO)c1	15	0.99	-1	-2	17	1	4	-17	13
CC12CC3CC(C)(C1)CC(C(=O)Nc1nn[nH]n1)(C3)C2	1	0.94	4	-4	3	6	2	5	9
C=C(C)COc1ccc2oc(C)c(C(=O)OCCOC)c2c1	-12	1	-5	-1	-6	-2	15	-4	28
CC(=O)Nc1ccc(CC#N)cc1	13	1.1	-2	0	2	-10	9	4	20
More compounds follow:
SMILES	TIM10 inh	mIAP act	A3A deaminase	beta cell repl	A3G deaminase	mIAP inh	NLRP3 yeast inh	hIAP block	tim10-1 inh
O=C(O)c1csc(Cc2ccccc2)n1	-16	1	0	-2	-2	-2	27	7	-11
COC(=O)c1sccc1NC(=O)CSc1nnnn1-c1ccccc1F	22	0.94	-1	-1	-5	6	15	-8	7
CCc1ccc(NC(=O)CSc2nc3ccsc3c(=O)n2CCC(=O)O)cc1	7	1	-4	1	-3	-4	2	-17	-2
O=c1c2cc(F)ccc2[nH]c(=S)n1Cc1ccc(F)cc1	15	0.93	-3	-4	-6	7	-13	-5	-2
Cc1ccc2nc(C)c3c(c2c1)N(c1ccccc1)CC3	1	1.1	1	-4	-3	-12	18	-2	17
O=C(Nc1cccc2cccnc12)c1cccnc1	23	0.88	-4	-2	-7	12	-12	16	13
O=C(Nc1cccc2c1CCCC2)c1ccccc1Cl	-6	1	-6	0	-8	-1	36	2	-2
Cc1ccc(N=Nc2c(C)[nH]n(C(N)=S)c2=O)cc1C	4	0.87	1	0	-5	13	23	-7	7
O=S(=O)(Nc1ccc(O)c(Sc2nc3ccccc3s2)c1)c1ccc(Cl)cc1	29	1	0	-5	1	-3	2	3	-8
CCN1CCCC1CN(Cc1cc2ccc(C)cc2[nH]c1=O)C(=S)Nc1cccc(OC)c1 (stereo not drawn)	13	0.95	1	-6	0	5	8	14	11
CC[N+](CC)(CC)C/C(N)=N/O	2	1.1	2	0	1	-5	-2	-1	17
COc1ccc(Cc2nc(-c3cccs3)no2)cc1OC	-5	0.93	-3	1	-7	7	14	-8	5
O=C(CC1S/C(=N\S(=O)(=O)c2ccc(F)cc2)N(c2ccccc2)C1=O)Nc1ccccc1 (stereo not drawn)	7	1	0	2	-9	-2	13	3	-6
COC(CNC(=O)C(C)n1nc(C)c2ccccc21)OC (stereo not drawn)	6	1	-1	-4	-7	-1	4	-9	-12
Oc1c(Cl)cc(Cl)cc1C(C#Cc1ccccc1)N1CCOCC1 (stereo not drawn)	18	1	0	-6	2	0	-14	13	34
CC(=O)OCC1OC(n2ccc(=O)[nH]c2=O)C(O)C1O (stereo not drawn)	1	1.1	-3	-3	-5	-11	-3	-2	6
COc1ccc(CCN2C(=O)CCC2(C)C(=O)NC2CCCC2)cc1OC (stereo not drawn)	-6	0.99	2	-2	-8	1	0	10	10
CN(Cc1ccccc1)C(=O)c1cnc2n(c1=O)CCS2	-11	1	-2	-3	-3	-1	-1	5	0
